High-throughput results as filed in PubChem BioAssay.
UTI89 phage lysis – inhibition of K1F phage lysis, E. coli UTI89, bacterial capsule biogenesis inhibitors, alamar blue (AID 488966) | E. coli UTI89 K1F phage lysis, alamar blue, 2 h; higher % means a stronger effect | inhibition, % at 100 µM; hits with a dose series show IC50 in µM | hit rate 0.02% among 340,000;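 active = phage lysis inhibition, versus mean bacterial control, above a set limit; inconclusive = no clear call, values can overlap the other calls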;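 also: capsule biogenesis inhibitors block K1F phage lysis so surviving cells raise fluorescence; higher fluorescence means more inhibition of phage lysis; actives were called in the ten point dose series up to 300 µM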
Dynein transport – blocks dynein driven cargo transport along microtubules; AID 1381; hit rate 0.47% among 220,000; z-score, hits read low; 3617.4 mouse cells, GR-EGFP nuclear translocation imaging; test concentration mostly 20 µM; stimulated with dexamethasone, 1 µM; stronger effect = lower value;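 active = plate z-score of nuclear minus cytoplasmic receptor signal below a set negative limit, without overly bright fluorescence or cell loss, cut at about -3.5 in these data, passing the limit was not always enough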;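 also: z-score of nuclear minus cytoplasmic ring GR-EGFP intensity difference per well; some compounds called inactive have numbers as strong as hits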
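medium = tetracycline-free induction medium containing charcoal-stripped FBS | probe or stimulus = dexamethasone, 1.0 µM final | timing = 48 h induction, then 1 h compound, then 30 min agonist, 37 °C | detection = automated 10x imaging of fixed Hoechst-stained cells | read-out basis = nuclear versus cytoplasmic GR-EGFP signal, averaged per well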
MT stabilize HCS – stabilizes microtubules in HeLa cells; % tubulin-high responders, % at 10 µM; HeLa tubulin immunostaining HCS, 24 h; share of cells brighter than vehicle mean+2SD; hit rate 0.83% among 200,000; AID 2205;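 active = plate Z-score above 3 for both tubulin-high and condensed-nucleus cell shares, with cell loss under 80%, at 10 µM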;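 also: anti alpha tubulin signal scored within the nucleus-defined area of each cell; some results filed as inactive read as strong as hits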
Ins promoter up – MIN6 insulin promoter up-regulation; AID 1625; hit rate 0.3% among 190,000; MIN6 insulin promoter-GFP reporter, high-content imaging; stronger effect = higher value; z-score at 5 µM;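 active = z-score above 3 at 5 µM with at least 500 cells counted in the well; inconclusive = wells under 500 cells, flagged as cytotoxic or low count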
ER stress rescue – protection against thapsigargin-triggered cell killing – 384-well, CSM14.1, ATP luminescence, primary screen (AID 1222); CSM14.1 thapsigargin-induced death rescue, ATP luminescence; higher % means a stronger effect; cellular ATP content (survival), % at 20 µM, or EC50 in µM where a hit was titrated; 190,000 tested, under 10 active;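 active = EC50 below 50 µM in the dose-response confirmation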;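 also: death triggered by thapsigargin at about 15 µM added after 2 h compound pretreatment; cell ATP read after overnight thapsigargin exposure of roughly 18 to 22 hours; normalized against plate controls of thapsigargin alone and 5% DMSO vehicle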
M17LAP inhibition – P. falciparum M17LAP inhibitors, primary screen, biochemical, fluorogenic H-Leu-NHMec substrate, 1536-well (AID 1619); recombinant M17LAP, H-Leu-NHMec fluorogenic kinetic assay; higher % means a stronger effect; inhibition, % at 30 µM, or IC50 in µM where a hit was titrated; hit rate 0.38% among 220,000;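 active = compound inhibiting the enzyme by more than half at any dose during confirmatory dose-response retesting; inconclusive = strong single-dose inhibitors picked by rank but not retested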;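 also: plate controls were full reaction with DMSO carrier for no effect and no enzyme background for full effect; strong numbers were not always called active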
P. falciparum M1AAP – P. falciparum M1AAP inhibitors, biochemical, fluorogenic H-Leu-NHMec substrate, 1536-well (AID 1445) | recombinant M1AAP, H-Leu-NHMec fluorogenic kinetic assay; higher % means a stronger effect | inhibition, % at 30 µM; hits with a dose series show IC50 in µM | hit rate 0.42% among 220,000;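 active = primary inhibition above the hit cutoff, then over 50% inhibition at one or more dose response concentrations, cut at about 23% in these data, passing the limit was not always enough; inconclusive = conflicting primary data, or primary hits not chosen for dose response; inactive = low primary inhibition, or under 50% at every dose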;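 also: plate controls were DMSO full reaction for no effect and no enzyme background for full effect; strong numbers were not always called active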
Autophagy HCS – alters autophagy in cells; calls only at 10 µM (by protocol); AID 463193; hit rate 0.98% among 190,000; MEF GFP-LC3 puncta imaging; test concentration mostly 10 µM;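 active = percentage of spot-positive cells more than 3 SD above its plate mean, without a fluorescence outlier flag or 80% toxicity; inconclusive = no clear call, values can overlap the other calls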;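 also: spot-positive cell cutoff set from DMSO-treated cells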
b-catenin transl – alters nuclear translocation of beta-catenin in HeLa cells; immunofluorescence imaging; nuclear translocation activity, % at 5 µM; hit rate 0.3% among 190,000; AID 1665;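 active = nuclear translocation activity above 50% at 5 µM, with a well cell count of 50 or more; inconclusive = wells under 50 cells across six images, flagged as toxic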;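 also: per-cell ratio of nuclear to cytoplasmic median beta-catenin stain intensity; plate controls were DMSO negative control for no effect and GSK-3 inhibitor IX positive control for full effect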
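System: HeLa cells, endogenous beta-catenin; compound dosing: 5 µM primary single dose, 0.1% DMSO, 0.02–20 µM confirmation series; incubation: 24 h compound exposure at 37°C, 5% CO2; signal: beta-catenin immunofluorescence imaging with DAPI; evaluation: % activation, nuclear-to-cytoplasmic median beta-catenin signal ratio per cell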
Dynein transport cytoplasmic EGFP – also measured in Dynein transport; calls as there; z-score; measured here: cytoplasmic GR-EGFP intensity; stronger effect = higher value
Dynein transport nuclear GR-EGFP – recorded beside Dynein transport, whose call it bears; z-score; measured here: nuclear GR-EGFP intensity;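 lower value marks the stronger effect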
Dynein transport cell count – recorded beside Dynein transport, whose call it bears; z-score; measured here: cell count per field
Ins promoter up cell count – also measured in Ins promoter up; calls as there; cell count; measured here: cytotoxicity, nuclei count;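 total cells summed across four imaged fields per well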
b-catenin transl cell count 5 µM – second read-out of b-catenin transl, no call of its own (marks repeat the call); cell count; measured here: cell count, cytotoxicity flag
MT stabilize HCS Hoechst-high % – also measured in MT stabilize HCS; calls as there; % Hoechst-high responders; measured here: nuclear condensation Hoechst responders;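 share of cells brighter than vehicle mean plus two SD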
MT stabilize HCS cytotoxicity % – recorded beside MT stabilize HCS, whose call it bears; toxicity, %; measured here: cytotoxicity by cell density;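 0% = mean cell density of plate MIN control wells and 100% = no cells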
Autophagy HCS cell loss 18 h – further read-out of Autophagy HCS, marked with its call; toxicity, %; measured here: cell loss, nuclei count;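 cell loss after 18 h compound exposure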
* hit, by the source's call; i = inactive; u = inconclusive; x = not tested or not shown; [ ] = remark or other dose. The list is partial (hit frequency here may not be typical).

SMILES	UTI89 phage lysis	Dynein transport	Dynein transport cytoplasmic EGFP	Dynein transport nuclear GR-EGFP	Dynein transport cell count	MT stabilize HCS	MT stabilize HCS Hoechst-high %	MT stabilize HCS cytotoxicity %	Ins promoter up	Ins promoter up cell count	ER stress rescue	M17LAP inhibition	P. falciparum M1AAP	Autophagy HCS	Autophagy HCS cell loss 18 h	b-catenin transl	b-catenin transl cell count 5 µM
CCOC(=O)C1=C(N)Oc2cc(C)oc(=O)c2C12C(=O)N1c3c(cccc32)C(C)=CC1(C)C (stereo not given)	5.0%	2.6	-0.094	1.8	0.032	3.4	1.2	7.0	0.1	1289	0.2%	-12%	4%	i	4	4.0	1075
C[N+]1(CC(COCc2ccccc2)OC(=O)Cc2ccccc2)CCOCC1 (stereo not given)	2.5%	0.44	-0.23	1.5	-1.1	2.1	2.5	5.6	0.11	1304	-2.9%	-2%	9%	i	21	4.3	607
O=C(NCCCN1CCOCC1)C(Cl)(Cl)Cl	4.3%	-0.081	-0.22	-0.46	-0.15	3.1	3.1	6.5	-0.84	1357	-1.8%	1%	10%	i	0	x	x
Clc1ccc2c(N3CCNCC3)ccnc2c1	0.5%	0.91	-0.26	0.82	-0.36	2.3	0.6	29	0.37	1866	-0.9%	9%	-1%	i	-5	-0.2	1049
CCSc1cc(C2C(C#N)=C(N)Oc3n[nH]c(C)c32)c(C)o1 (stereo not given)	i	-2.9	0.6	-1.1	-0.45	4.9	6.3	1.0	1.1	1103	-2.2%	8%	10%	i	7	x	x
CN1CCN(c2ccc(C(N)=O)cc2[N+](=O)[O-])CC1	4.5%	0.17	-0.28	0.13	-0.63	4.9	1.7	3.6	0.05	1443	-0.7%	7%	3%	i	-6	-0.6	1020
Cc1c(N=Cc2c(O)n(Cc3ccc(F)cc3)c(=O)[nH]c2=O)c(=O)n(-c2ccccc2)n1C	-0.1%	-0.81	-0.17	-0.21	0.72	2.1	2.0	5.1	0.01	957	0.1%	27%	7%	i	-5	x	x
CCOc1ccc(-n2c(-c3ccoc3)nc3ccccc3c2=O)cc1	u	0.54	-0.21	0.35	0.28	2.9	2.1	2.2	0.54	795	-0.9%	-5%	12%	i	-6	x	x
COCc1cc(OC(=O)N(C)C)nc(-c2ccccc2)n1	x	0.48	-0.24	0.16	-0.0057	x	x	x	-0.57	1152	x	3%	3%	x	x	1.7	1273
Cc1ccc(S(=O)(=O)N(C)CCCC(=O)N2CCN(c3ccccn3)CC2)cc1	0.8%	1.3	-0.21	0.2	-0.051	1.3	2.1	7.8	-0.04	1029	-2.7%	-5%	0%	i	12	2.8	750
COc1ccccc1OCC(=O)N1CCN(Cc2ccc3c(c2)OCO3)CC1	0.2%	-0.54	-0.11	-0.31	0.48	1.7	2.1	7.2	-0.61	1457	-0.6%	1%	-2%	i	3	-0.4	975
CC1CCCC(C)N1/N=C/c1c[nH]c2ccc(Br)cc12 (stereo not given)	-23%	-2	0.57	-1.2	-2.9	6.3	1.8	3.5	-0.83	1509	-6.5%	6%	-3%	i	-2	1.4	1015
O=C(CNC(=O)c1ccc(Br)cc1)Nc1ccc(Br)cc1C(=O)c1ccccc1	-0.7%	-0.79	-0.27	-0.46	1.1	1.7	1.7	12	0.17	591	-0.8%	0%	3%	i	-10	-0.5	1146
O=C1NC(=O)C(CCc2ccncc2)(CCc2ccncc2)C(=O)N1Cc1ccc(F)cc1	-0.1%	-0.64	-0.056	-0.15	0.28	3.8	2.4	3.7	-1	1733	1.5%	6%	-4%	i	2	0.1	1045
CCCCCCn1c(=O)c(C(=O)Nc2cnccn2)c(O)c2ccccc21	0.6%	2.1	-0.04	1.6	-0.62	3.8	1.5	3.9	-0.38	1386	4.6%	-2%	-1%	i	-10	0.1	1027
Cc1ccccc1N1C(=O)NC(=O)/C(=C\c2cc(C)n(C)c2C)C1=O	0.1%	-0.13	-0.31	-0.14	0.9	2.8	3.2	8.2	0.44	1222	0.9%	11%	9%	i	2	0.0	1184
CC(NCc1cccc(Cl)c1Cl)C(O)c1ccccc1 (stereo not given)	2.0%[50 µM]	-0.31	-0.34	-0.18	0.79	4.8	2.0	8.3	-0.34	1534	-3.0%	15%	13%	i	1	-0.9	1126
CN(C)CCNC(=O)c1cccn(Cc2cc(C(F)(F)F)cc(C(F)(F)F)c2)c1=O	-0.5%	-0.45	-0.29	-0.21	0.24	2.1	2.7	6.1	-0.1	1261	-0.6%	3%	8%	i	7	-4.4	1125
O=c1oc2ccccc2c(O)c1[C@H]1c2ccc(O)cc2Oc2c1c(=O)oc1ccccc21	-0.2%	-1.8	-0.079	-0.84	0.59	x	x	x	x	x	x	37%	19%	x	x	0.4	1291
O=c1[nH]c2c(c(=O)n1C1CCCCC1)CCC2	0.8%	-0.037	-0.25	-0.061	1.2	3.7	1.9	4.8	0.73	1176	x	5%	-5%	i	-3	-0.5	1053
CC(=O)C1C(=O)NC23CCCCC2C1c1ccccc1O3 (stereo not given)	0.1%[50 µM]	0.065	-0.21	-0.056	0.98	3.0	2.0	4.6	x	x	-2.9%	-4%	4%	i	2	-0.2	1094
Cc1ccc(Sc2ccc(C=C3C(=O)N(C)C(=O)N(C)C3=O)o2)cc1	0.7%	-1.3	-0.094	-0.39	-0.55	3.1	2.2	5.8	0.17	1474	-2.0%	29%	18%	i	22	-0.7	1478
Cc1c(Cl)cccc1NC(=S)N1CC2CC(C1)c1cccc(=O)n1C2 (stereo not given)	3.9%	0.061	-0.28	-0.11	0.35	4.0	3.6	4.6	0.51	1515	0.4%	-7%	5%	i	10	-1.4	1091
COc1ccccc1N1CCNCC1	2.8%	-0.49	-0.79	0.067	0.14	x	x	x	-0.03	994	x	1%	-1%	x	x	-1.2	1157
CNP1(NC)=Nc2nn(-c3ccccc3)c(N)c2C(c2ccccc2)=N1	-0.2%	-0.35	-0.082	0.004	0.22	3.3	2.1	5.8	0.1	1320	0.7%	25%	6%	i	-7	-4.5	930
CC(=O)Nc1ccc(S(=O)(=O)NC(CC(=O)N2CCC3(CC2)OCCO3)C(C)C)cc1 (stereo not given)	0.2%	-0.31	-0.17	0.15	-0.29	4.2	2.6	7.0	x	x	x	17%	-4%	i	6	x	x
COc1ccc(C(=O)C2CCCN(Cc3ccon3)C2)c(OC)c1 (stereo not given)	0.5%	-0.18	-0.27	0.076	-0.08	2.2	2.0	4.4	-0.81	1363	-0.7%	0%	5%	i	0	3.1	1022
COC(=O)C1=CO[C@@H](C)[C@@H]2CN3CC[C@@]4(C(=O)Nc5ccccc54)[C@@H]3C[C@H]12	0.6%	0.18	-0.3	0.42	0.38	3.7	2.1	4.9	-1.3	933	-3.3%	3%	-2%	i	-40	1.5	489
OCC12CO[C@@H]3c4ccccc4[C@H](OC1)N32 (stereo not given in full)	0.2%	-0.0096	-0.12	0.27	0.71	1.6	1.1	7.7	-0.19	918	2.2%	5%	-4%	i	-20	x	x
O=c1cccc2n1CC1CC2CN(Cc2cccc(Cl)c2Cl)C1 (stereo not given)	12%	-1.2	0.012	-0.48	0.14	4.5	2.9	15	-0.01	1445	-0.7%	4%	1%	i	-9	-6.2	994
COc1cc2occc2c2oc(=O)ccc12	2.5%	1.1	-0.27	0.81	0.19	1.7	1.4	0.2	0.26	1108	-4.0%	-3%	0%	i	-46	-1.2	545
CC(O)(CS(=O)(=O)c1ccc(F)cc1)C(=O)Nc1ccc(C#N)c(C(F)(F)F)c1 (stereo not given)	x	x	x	x	x	x	x	x	-0.34	1470	-2.0%	2%	-3%	x	x	-0.5	1061
Cc1ccccc1OCCCn1cc(C(=O)C(=O)N2CCOCC2)c2ccccc21	0.2%	-1.3	-0.32	-0.33	1.8	3.9	1.6	11	-0.14	1638	0.1%	0%	0%	i	21	6.3	698
CCn1c(=O)cc(OCC(=O)N2CCC3(CC2)OCCO3)c2ccccc21	-0.2%	3.2	-0.044	1.6	-1.8	4.6	3.6	9.9	-0.37	1531	-1.6%	20%	-4%	i	-25	1.2	1395
CCOC(=O)C1C2c3ccccc3O[C@@]1(C)N=C1SCC(=O)N12 (stereo not given in full)	2.6%	-1.1	-0.21	-0.31	0.7	3.5	1.6	2.1	-0.32	1398	-0.4%	-3%	3%	i	10	-2.1	773
O=C(Cn1ccc2ccccc2c1=O)NCC(=O)N1CCC2(CC1)OCCO2	0.2%[50 µM]	0.95	-0.33	0.47	-0.59	1.7	2.0	3.6	-0.21	1243	-0.4%	-3%	-8%	i	-1	-0.1	1062
COc1ccc(-n2c(O)c(/C(C)=N/N3CCCCCC3)c(=O)[nH]c2=O)cc1	x	1.9	-0.15	1.5	-1.3	x	x	x	x	x	x	6%	6%	x	x	0.4	1306
Cc1ccc(O)c(C(=O)c2cc(C(=O)NCCC(C)C)c(=O)n(CCC(C)C)c2)c1	-3.3%	0.9	-0.0091	0.69	-0.74	4.2	2.7	10	-0.37	1213	0.1%	2%	2%	i	14	-0.4	1091
